PREPL inh: human PREPL enzyme inhibition | recombinant PREPL, fluorescence polarization activity-based probe | hit rate 0.68% among 320,000 | inhibition, % at 5.96 µM | AID 2751; in the data active = inhibition above about 43%;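 also: 0% = enzyme with DMSO and 100% = wells lacking enzyme; many of its hits are not listed in these tables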
LYPLA2 counter: blocks human lysophospholipase 2, a PME1 counter-screen | recombinant LYPLA2, FP-Rh probe fluorescence polarization | hit rate 0.38% among 320,000 | inhibition, % at 5.9 µM | O95372;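 active = inhibition above the screen-wide mean plus 3 SD, limit set per campaign, cut at about 26% in these data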;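 also: 0% = LYPLA2 with DMSO and 100% = wells lacking LYPLA2 enzyme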
PAD4 FP inh: PAD4 (human) enzyme inhibition. recombinant PAD4, RCA probe fluorescence polarization. inhibition, % at 6.36 µM. hit rate 0.41% among 330,000. AID 485272;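 active = percent inhibition above a cutoff equal to the mean of all tested compounds plus 3 SD, cut at about 15% in these data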;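 also: 0% = PAD4 with RCA probe and DMSO and 100% = probe without PAD4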
Target sequence (Q9UM07 whole entry, looked up): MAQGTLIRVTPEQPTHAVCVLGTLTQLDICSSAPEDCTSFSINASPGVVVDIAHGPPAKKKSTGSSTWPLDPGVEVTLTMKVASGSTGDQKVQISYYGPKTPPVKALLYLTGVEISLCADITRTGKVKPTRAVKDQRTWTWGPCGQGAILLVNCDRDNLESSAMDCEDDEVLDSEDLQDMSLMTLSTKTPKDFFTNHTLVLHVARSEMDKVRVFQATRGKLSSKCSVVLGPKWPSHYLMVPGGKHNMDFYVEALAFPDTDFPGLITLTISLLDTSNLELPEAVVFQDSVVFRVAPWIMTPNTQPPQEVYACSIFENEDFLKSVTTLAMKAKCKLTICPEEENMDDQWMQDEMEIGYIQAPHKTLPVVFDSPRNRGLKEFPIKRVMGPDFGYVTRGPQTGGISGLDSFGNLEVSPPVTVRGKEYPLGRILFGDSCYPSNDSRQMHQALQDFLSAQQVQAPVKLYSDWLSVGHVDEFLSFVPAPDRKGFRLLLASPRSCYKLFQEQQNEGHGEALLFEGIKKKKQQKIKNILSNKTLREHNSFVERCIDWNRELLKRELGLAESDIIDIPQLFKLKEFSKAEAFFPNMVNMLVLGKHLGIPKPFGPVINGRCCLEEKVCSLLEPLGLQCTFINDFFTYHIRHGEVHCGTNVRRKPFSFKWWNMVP
EBNA-1 inhibitor: blocks EBNA-1 binding to DNA | EBNA-1 DNA binding, fluorescence polarization | hit rate 0.34% among 300,000 | inhibition, % at 14.8 µM; in the data active = inhibition above about 28%
LYPLA1 inh: blocks human lysophospholipase 1, a PME1 counter-screen | AID 2174 | O75608 | recombinant LYPLA1, FP-Rh probe fluorescence polarization | hit rate 0.16% among 320,000 | inhibition, % at 5.9 µM;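 active = inhibition above the mean of all tested compounds plus 3 SD, set per campaign, cut at about 14% in these data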;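 also: inhibitors block serine hydrolase probe labeling of LYPLA1 so polarization falls; 0% = enzyme with DMSO and 100% = wells lacking LYPLA1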
PAFAH1B3 inh: PAFAH1B3 (human) inhibition | inhibition, % at 3.39 µM | hit rate 0.28% among 340,000 | AID 492972 | recombinant PAFAH1B3, FP-rhodamine probe, fluorescence polarization | Q15102;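 active = inhibition above the screen-wide average of all tested compounds plus 3 SD, cut at about 25% in these data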;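 also: 0% = enzyme with DMSO only and 100% = wells lacking PAFAH1B3 protein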
Target sequence (Q15102 whole entry, looked up): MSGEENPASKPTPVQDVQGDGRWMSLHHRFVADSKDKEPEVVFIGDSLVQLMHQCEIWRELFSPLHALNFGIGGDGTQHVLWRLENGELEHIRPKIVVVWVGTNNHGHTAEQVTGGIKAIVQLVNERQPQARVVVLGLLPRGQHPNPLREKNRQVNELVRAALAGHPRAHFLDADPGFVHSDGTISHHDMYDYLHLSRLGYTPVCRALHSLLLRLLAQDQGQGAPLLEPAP
GSTO1 counter: GSTO1 inhibition, counter-screen for RBBP9 inhibitors. P78417. recombinant GSTO1, activity-based probe fluorescence polarization. inhibition, % at 5.96 µM. hit rate 1.1% among 300,000;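 active = inhibition above the campaign mean inhibition plus 3 SD, cut at about 35% in these data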;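 also: 0% = GSTO1-1 with DMSO and 100% = wells lacking GSTO1-1 enzyme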
ZTA DNA inh: ZTA (EBV) inhibition in EBNA-1 counter-screen | P03206 | ZTA-DNA binding, fluorescence polarization | inhibition, % at 11 µM | hit rate 0.15% among 320,000 | AID 2234; in the data active = inhibition above about 33%
PAFAH2 FP inh: inhibitors of human PAFAH2 | Q99487 | recombinant PAFAH2, FP-rhodamine activity probe, fluorescence polarization | inhibition, % at 3.39 µM | hit rate 0.99% among 340,000 | AID 492956;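 active = inhibition above the mean over all tested compounds plus 3 SD, cut at about 30% in these data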;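 also: inhibitors block probe labeling of enzyme so polarization drops; 0% = enzyme with DMSO and 100% = wells lacking PAFAH2 protein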
An asterisk follows results filed as active; / = not tested or not shown.

Molecule	PREPL inh	LYPLA2 counter	PAD4 FP inh	EBNA-1 inhibitor	LYPLA1 inh	PAFAH1B3 inh	GSTO1 counter	ZTA DNA inh	PAFAH2 FP inh
CCS(=O)(=O)c1ccc2oc(SCC(=O)c3c(N)n(C4CC4)c(=O)[nH]c3=O)nc2c1	12	5	4	/	1	6	/	-31	8
Cc1nn(-c2ccccc2)c2c1C(c1ccc(F)cc1)C(C#N)=C(N)O2 (configuration not stated)	1	6	-2	3	4	-2	25	13	10
Cc1ccc(-c2cn3nc(-c4ccccc4)c(-c4ccccc4)nc3n2)cc1	-11	-8	3	-2	-3	/	6	-4	/
O=C(O)c1cc(N/N=C/c2cccnc2)ccc1Cl	5	5	1	1	2	-2	7	1	-2
O=C(NC1(C(F)(F)F)NC(=O)N(Cc2cccnc2)C1=O)c1ccc(F)cc1 (configuration not stated)	-12	-1	0	8	-2	2	8	-5	5
CCCCn1nnnc1SCC(=O)Nc1cccc(C)n1	-1	-6	1	12	1	2	1	8	6
O=S(=O)(CC(c1ccccc1)N1CCCCC1)c1ccc(Cl)cc1 (configuration not stated)	-6	-3	4	6	3	/	-5	-4	/
CC1CCCCC12NC(=O)N(CC(=O)OCC(=O)c1ccc(OC(F)F)cc1OC(F)F)C2=O (configuration not stated)	-1	3	-1	-10	0	5	0	0	-7
N#CCCCSc1nnc(CSc2nc3ccccc3s2)n1-c1ccccc1	10	7	-1	-2	3	2	16	-14	-1
COc1ccc(NC(=O)CN2C(=O)COc3ccccc32)cc1OC	1	-3	-2	2	-4	7	-4	-2	-7
O=C(CSc1nc2cc([N+](=O)[O-])ccc2n1-c1ccc(F)cc1)NC1CCS(=O)(=O)C1 (configuration not stated)	-27	-6	0	7	1	-3	3	-13	6
O=C(NCCc1c[nH]c2ccccc12)C(=O)NCC1OCCCN1S(=O)(=O)c1ccc(F)cc1 (configuration not stated)	16	-5	2	7	-2	3	-2	-4	-7
CS(=O)(=O)N(Cc1nc(-c2ccc(F)cc2)no1)c1ccccc1Cl	-27	-6	4	7	-4	3	1	5	0
CC(C)(CC(=O)O)CC(=O)N1CCN(c2nc3ccc(Cl)cc3s2)CC1	-7	-4	-3	-3	2	-1	2	-11	1
O=C(COc1ccc([N+](=O)[O-])cc1)NNC(=O)Nc1cccc(F)c1	7	-9	6	5	-1	8	4	-6	17
COc1ccc(Cl)cc1NC(=O)CCN1CCN(Cc2ccccc2)CC1	0	-11	1	5	2	3	4	-10	-3
Cc1ccc(C(=O)NCCc2ccc(S(=O)(=O)N3CCCC3)cc2)cc1	10	3	0	12	1	6	8	16	-5
CC(NC(=O)c1ccccc1)c1nnc(SCc2nc3ccccc3c(=O)[nH]2)n1C (configuration not stated)	17	1	-2	0	1	-3	0	13	-9
COc1ccc(/C=N\NC(=O)c2ccc(-c3ccccc3)cc2)cc1COC(C)=O	4	-12	-2	-17	-9	-7	-3	-2	-3
COc1cc2c(cc1OC)CN(c1ccc(C(F)(F)F)cn1)CC2	5	5	-11	-2	-3	6	-4	4	-7

Fetched one by one from the entries so far (2):
Molecule	PREPL inh	LYPLA2 counter	PAD4 FP inh	EBNA-1 inhibitor	LYPLA1 inh	PAFAH1B3 inh	GSTO1 counter	ZTA DNA inh	PAFAH2 FP inh
CS(=O)(=O)N(Cc1nc(-c2ccc(F)cc2)no1)c1ccccc1Cl	-27	-6	4	7	-4	3	1	5	0
CC(C)(CC(=O)O)CC(=O)N1CCN(c2nc3ccc(Cl)cc3s2)CC1	-7	-4	-3	-3	2	-1	2	-11	1

Additional compounds follow:
Molecule	PREPL inh	LYPLA2 counter	PAD4 FP inh	EBNA-1 inhibitor	LYPLA1 inh	PAFAH1B3 inh	GSTO1 counter	ZTA DNA inh	PAFAH2 FP inh
O=C(C1CCN(S(=O)(=O)c2ccc(Br)cc2)CC1)N1CCOCC1	12	-1	-2	-3	-6	4	2	-10	-3
O/N=C/c1ccc(-c2cc(Cl)ccc2Cl)o1	7	-2	2	5	-1	-2	-2	-7	-4
CN1C(=O)CSC1=NCC12CC3CC(CC(C3)C1)C2	4	-1	2	7	0	-1	0	-2	0
O=C(c1cccc(S(=O)(=O)N2CCN(c3ccc(F)cc3)CC2)c1)N1CCCC1	-60	/	1	/	/	6	/	/	-1
CCOc1ccc(S(=O)(=O)N2CCN(c3ccccc3F)CC2)c2cccnc12	-7	1	-5	-9	-2	3	-4	-11	-4
CC(C)(C)OC(=O)C[C@H]1C/C=C\C[C@H](CC(=O)NCCO)C(=O)NC[C@H](c2ccccc2)OC1=O	19	/	1	/	/	7	/	/	1
Cc1ccc(NC(=O)COC(=O)C2CC2(Cl)Cl)cc1C (configuration not stated)	10	-1	-4	-5	2	6	6	-13	6
O=C(/C=C/c1ccc2c(c1)OCCO2)N1CCN(c2ccc(F)cc2)CC1	3	2	1	-7	0	11	-1	-10	-1
CCCCOc1ccc(Nc2cc(Cl)ccc2C(=O)O)cn1	-20	2	-4	3	2	12	12	6	9
Cc1cc(C)nc(Nc2nc(-c3ccccc3)cs2)n1	9	-3	0	-4	0	11	-1	-7	-30
CCCC(C)NC(=O)CSc1nc(-c2ccccc2)cn1N (configuration not stated)	3	4	-2	4	1	10	11	-3	-2
COC(=O)c1cc(S(=O)(=O)N(C)Cc2ccco2)c[nH]1	6	7	5	-5	3	5	-2	-6	3
O=[N+]([O-])c1cccnc1N1CCN(Cc2ccc3c(c2)OCO3)CC1	4	2	2	4	0	5	-4	1	-7
O=C(Nc1ccc(C(F)(F)F)cc1)c1csc(-c2ccncc2)n1	-2	8	-4	-11	-19	6	-7	4	-1
CCOC(=O)c1cc(NC(=O)CSCCO)ccc1Cl	12	0	7	-7	-1	0	17	-12	1
Cn1cnc([N+](=O)[O-])c1Sc1ncn[nH]1	17	6	0	16	1	6	7	-9	3
COc1ccc(C)cc1S(=O)(=O)N1CCN(C/C=C/c2ccccc2)CC1	25	7	3	/	1	3	/	6	7
COCCNC(=S)N1CCN(C/C=C/c2ccccc2)CC1	10	-2	0	8	0	9	4	15	-9
COc1ccc(C(=O)Oc2ccc(F)cc2C(=O)/C=C/c2ccc(OC)c(OC)c2)cc1	-2	-9	1	22	-6	6	-3	7	3
COC(=O)c1cc(C(=O)Nc2ccc(S(=O)(=O)NC(C)(C)C)cc2)cc([N+](=O)[O-])c1	-8	3	-3	7	-2	5	-4	-13	-7

One compound at a time, from the list above. Order of values: PREPL inh	LYPLA2 counter	PAD4 FP inh	EBNA-1 inhibitor	LYPLA1 inh	PAFAH1B3 inh	GSTO1 counter	ZTA DNA inh	PAFAH2 FP inh
CC(C)(CC(=O)O)CC(=O)N1CCN(c2nc3ccc(Cl)cc3s2)CC1 in the list: -7	-4	-3	-3	2	-1	2	-11	1
CS(=O)(=O)N(Cc1nc(-c2ccc(F)cc2)no1)c1ccccc1Cl in the list: -27	-6	4	7	-4	3	1	5	0
COC(=O)c1cc(S(=O)(=O)N(C)Cc2ccco2)c[nH]1 in the list: 6	7	5	-5	3	5	-2	-6	3

Next structures:
Molecule	PREPL inh	LYPLA2 counter	PAD4 FP inh	EBNA-1 inhibitor	LYPLA1 inh	PAFAH1B3 inh	GSTO1 counter	ZTA DNA inh	PAFAH2 FP inh
CC(C)(O)C1=NOC(c2ccccc2)C1 (configuration not stated)	11	5	-5	-1	-4	8	-6	-13	-4
Cc1cc(Cl)ccc1OCC(=O)NNC(=O)c1ccc(=O)[nH]c1	-3	/	-2	/	/	0	/	/	5
CC(=O)NNC(=O)C(O)(c1ccccc1)c1ccccc1	1	-6	-5	-4	-2	6	0	-5	3
COc1ccc(-c2onc(C)c2C)cc1S(=O)(=O)NCCc1ccco1	32	1	-2	2	-1	4	4	6	4
CC(NCC1COc2ccccc2O1)C(=O)NCc1ccccc1 (configuration not stated)	-6	-1	-2	7	2	9	-2	-3	8
C=CCOc1c(Br)cc(/C=N/O)cc1OCC	-2	-5	-7	4	-6	4	-7	9	-2
CCOC(=O)CSc1ncnc2c1nnn2-c1ccc(F)cc1	-3	9	2	5	5	6	-8	2	0
O=C(CSc1nnc(COc2ccccc2)o1)N1CCCCC1	10	-1	3	-6	0	3	4	-24	13
Cc1ccc(S(=O)(=O)N[C@@H](CO)C(=O)N[C@@H](Cc2ccc(O)cc2)C(=O)O)cc1	-3	-3	0	-8	0	0	1	-2	11
CCCCCC(=O)Nc1ncc2c(n1)CC(c1cccs1)CC2=O (configuration not stated)	4	2	-1	0	0	/	-1	-3	/
CCOC(=O)CCCNC(=O)COC(=O)CCC(=O)c1ccc(F)cc1	-1	8	-4	3	1	8	1	0	1
Cc1ccc(NC(=O)CSc2nc(O)c(Cc3ccccc3)c(=O)n2-c2ccccc2)cc1	5	-2	0	1	-2	0	1	1	3
CN(C(=O)CSc1nnc(-c2ccccc2)n1C)C1CCS(=O)(=O)C1 (configuration not stated)	-1	5	2	4	4	1	13	6	-1
CCN1CCN(CC(=O)Nc2ccc(S(=O)(=O)N3C(C)CCCC3C)cc2)CC1 (configuration not stated)	3	0	2	-4	2	9	0	8	2
S=c1cnc2ccccc2[nH]1	1	-2	1	3	1	2	-6	3	5
C=C(C)C1CC=C(C)/C(=N/NC(=O)c2ccc(NC(=O)CC)cc2)C1 (configuration not stated)	8	4	-3	-2	1	7	5	16	-1
O=C(Nc1nnc(CC2=CCCCC2)s1)c1cccs1	-6	4	-1	2	-1	-2	-33	12	-8
CC1Sc2ccc(S(=O)(=O)CCC(=O)Nc3ccccc3Cl)cc2NC1=O (configuration not stated)	-6	8	1	-15	-3	8	1	2	-5
CCOC(=O)c1oc2ccc(CNCCO)c(Cl)c2c1C	-4	3	0	1	-2	10	9	12	-1
CCc1nc(N=Nc2c(O)[nH]c3ccccc23)c2c3c(sc2n1)CCC3	7	9	1	-4	10	5	6	-30	0

Source: PubChem BioAssay

An excerpt; count on the stated rates, not on these rows.
